GRK2 inh – human GRK2 inhibition via aptamer displacement; bead flow cytometry, FAM-aptamer displacement from GRK2; inhibition of aptamer binding, % at 10 µM; 0.59% of 330,000 active;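 active means inhibition of aptamer binding above 40%, roughly 3 SD of noise, on plates passing a quality check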;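 further: median bead fluorescence of bound FAM aptamer so fluorescent compounds give negative values; no value below 0 was filed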
LAP4-GFP MLPCN – modulators of TOR pathway LAP4-GFP in S. cerevisiae | AID 2023 | 0.34% of 320,000 active | GFP response vs DMSO, % at 10 µM | S. cerevisiae LAP4-GFP multiplex, flow cytometry GFP, 3 h; median GFP as percent of DMSO wells;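 active means GFP response vs DMSO above a set limit, about the screen mean plus 3 SD, cut at about 150% in these data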
CIT2 TOR yeast – yeast TOR pathway CIT2-GFP modulation; GFP response vs DMSO, % at 10 µM; S. cerevisiae CIT2-GFP strain, flow cytometry, 3 h; 100 means same as DMSO wells; 0.065% of 320,000 active;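 active means GFP response relative to DMSO above a set limit, near the screen mean plus 3 SD, cut at about 150% in these data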;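 further: ratio of well median GFP fluorescence to mean of DMSO wells on the plate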
CR mimetic SO – caloric restriction mimetics inhibiting age-related superoxide in yeast; 0.18% of 330,000 active; S. cerevisiae aged cells, superoxide DHE fluorescence; active compounds read low; superoxide response (% of plate mean), % at 10 µM;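 active means superoxide response under a set limit, about three screen SD below normal, cut at about 65% in these data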;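 further: yeast aged for seven days with compound at 30 °C before DHE staining; 100% = average MFI of all compound-treated wells on the plate with controls excluded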
AGP1 TOR yeast – modulators of TOR pathway AGP1-GFP in S. cerevisiae | S. cerevisiae AGP1-GFP multiplex flow cytometry, 3 h; GFP as percent of DMSO wells | GFP response vs DMSO, % at 10 µM | 0.02% of 320,000 active | AID 2066;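 active means GFP response relative to DMSO above a set limit, near screen average plus 3 SD, cut at about 150% in these data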;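 further: median GFP channel fluorescence of the gated AGP1 strain per well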
MEP2 TOR yeast – alters MEP2-GFP fluorescence in TOR pathway yeast screen | GFP response vs DMSO, % at 10 µM | S. cerevisiae MEP2-GFP strain, flow cytometry GFP, 3 h; 100% = DMSO control level | AID 2016 | 0.51% of 330,000 active;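 active means GFP response versus DMSO above a set limit, roughly screen mean plus 3 SD, cut at about 180% in these data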;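 further: median GFP fluorescence of the barcode-gated MEP2-GFP cells per well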
VLA-4 inh – inhibition in a human VLA-4 binding assay; inhibition, % (about 7 µM as worked out from the volumes in the protocol); P13612; 0.2% of 330,000 active; VLA-4 expressing cells, ligand binding flow cytometry; AID 2557; in the data active means inhibition above about 50%
Target sequence (P13612 whole entry, looked up): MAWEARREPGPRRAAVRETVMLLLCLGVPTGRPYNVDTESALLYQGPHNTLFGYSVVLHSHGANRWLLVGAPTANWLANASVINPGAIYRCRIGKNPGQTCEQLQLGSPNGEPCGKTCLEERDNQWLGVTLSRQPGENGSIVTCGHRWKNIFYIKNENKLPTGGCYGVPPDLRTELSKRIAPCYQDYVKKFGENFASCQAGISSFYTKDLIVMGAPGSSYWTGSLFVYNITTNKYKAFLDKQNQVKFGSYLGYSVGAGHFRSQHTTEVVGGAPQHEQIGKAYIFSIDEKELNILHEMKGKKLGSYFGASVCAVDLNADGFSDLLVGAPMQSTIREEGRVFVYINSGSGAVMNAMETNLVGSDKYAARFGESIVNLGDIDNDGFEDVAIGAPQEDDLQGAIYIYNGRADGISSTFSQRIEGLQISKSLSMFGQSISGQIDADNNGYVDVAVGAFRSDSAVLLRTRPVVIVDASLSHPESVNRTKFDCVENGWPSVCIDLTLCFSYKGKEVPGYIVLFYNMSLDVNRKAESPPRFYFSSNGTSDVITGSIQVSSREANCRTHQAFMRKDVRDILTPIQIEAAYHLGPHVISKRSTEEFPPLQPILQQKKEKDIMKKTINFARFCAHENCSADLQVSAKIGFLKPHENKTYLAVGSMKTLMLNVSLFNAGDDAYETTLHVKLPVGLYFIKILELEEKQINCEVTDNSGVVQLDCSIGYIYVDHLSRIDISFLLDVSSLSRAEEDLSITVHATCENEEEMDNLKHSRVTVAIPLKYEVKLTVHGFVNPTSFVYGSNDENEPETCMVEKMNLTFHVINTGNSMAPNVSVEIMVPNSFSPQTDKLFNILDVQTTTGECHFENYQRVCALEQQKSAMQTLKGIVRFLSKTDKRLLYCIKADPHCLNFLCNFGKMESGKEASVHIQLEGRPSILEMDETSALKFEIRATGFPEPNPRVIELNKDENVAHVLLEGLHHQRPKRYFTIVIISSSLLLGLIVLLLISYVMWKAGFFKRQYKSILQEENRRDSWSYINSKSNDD
RPL19A TOR yeast – alters RPL19A-GFP fluorescence in TOR pathway yeast screen. S. cerevisiae RPL19A-GFP strain, flow cytometry, 3 h; active compounds read low. percent response vs DMSO, % at 10 µM. 0.3% of 330,000 active. AID 2025;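 active means percent response vs DMSO below 50%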;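 further: median channel GFP fluorescence of the barcoded RPL19A-GFP strain; ratio of sample median GFP to plate DMSO average so 100% = DMSO; lower means less RPL19A-GFP as with rapamycin TOR inhibition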
Numbers without * were called inactive; nt = not tested or not shown; [ ] = remark or other dose. Outcome played no part in choosing rows; about 1.7% have a hit in one of these screens.

compound	GRK2 inh	LAP4-GFP MLPCN	CIT2 TOR yeast	CR mimetic SO	AGP1 TOR yeast	MEP2 TOR yeast	VLA-4 inh	RPL19A TOR yeast
O=C(Nc1cc(S(=O)(=O)N2CCCCCC2)ccc1OCC(F)(F)F)c1ccc(=O)[nH]c1	6	102	106	145	109	105	0	104
CC(=O)Nc1ccc(S(=O)(=O)NCc2nnnn2-c2ccc(Cl)cc2)cc1	3	99	85	91	106	96	15	92
CCCn1nc(C(=O)OCC(=O)Nc2cccc(OC)c2)c2ccccc2c1=O	0	99	93	106	98	98	8	96
COc1ccc(Cl)c2sc(N(Cc3cccnc3)C(C)=O)nc12	4	102	98	77	100	108	7	100
COc1ccc(Nc2cc(C(=O)NCc3ccco3)c3ccccc3n2)cc1	1	109	98	103	106	117	22	105
Cc1ccc(C)c(OC(=O)c2cccc(S(=O)(=O)N3CCN(C)CC3)c2)c1	0	104[may fluoresce green]	98[may fluoresce green]	103	102[may fluoresce green]	107[may fluoresce green]	-6	104[may fluoresce green]
O=C(CSc1nccc(=O)[nH]1)Nc1ccc(S(=O)(=O)N2CCOCC2)cc1	2	99	103	99	110	105	5	102
COc1cc(NC(=O)COc2ccc(Cl)cc2)ccc1-c1cc2ccccc2oc1=O	0	96	107	111	100	99	11	103
COc1ccccc1NC(=O)N(Cc1ccco1)Cc1cc2cccc(C)c2[nH]c1=O	0	97	91	95	100	115	13	92
O=C1NC(=O)/C(=C\c2ccsc2)N1	0	105	106	82	108	97	-9	107
COc1ccc(-c2nc(CS(=O)CC(=O)NCc3ccc(Cl)cc3)c(C)o2)cc1OC (stereo not drawn)	0	109	107	107	99	103	15	99
CC(=O)c1ccc(S(=O)(=O)NCc2cccnc2)cc1	1	97	111	108	100	108	6	103
COc1cccc(CNC(=O)CCCSc2ccccc2)c1	0	86	87	95	90	98	6	98
CC(c1ccccc1)c1nnc(NC(=O)c2ccc3c(c2)OCO3)s1 (stereo not drawn)	1	95	112	105	105	98	-10	95
COc1ccc(CCC(=O)O)c(O)c1	0	103	98	109	100	124	-6	95
CC(C)(C)c1ccc(C(=O)NCC(=O)OCN2C(=O)c3ccccc3C2=O)cc1	0	99	103	101	106	101	-13	99
CC(C)N(Cc1ccccc1)C(=O)COC(=O)/C=C/c1cnc2ccccc2n1	0	105	99	91	95	105	-14	106
CC(C)N(C(=O)Cn1c(Cl)nc2ccccc21)C(C)C	30	114	108	108	105	99	8	122
Cc1ccc(OC/C(O)=C(\C#N)c2nc3ccccc3s2)cc1	0	92	114	105	103	103	28	105
CN(C)CCN(C(=O)c1ccc(N2C(=O)CCC2=O)cc1)c1nc2cc3c(cc2s1)OCCO3	0	102	97	116	106	107	1	101
Cc1ccc(S(=O)(=O)N(C)C)cc1NC(=O)c1cccnc1Oc1ccccc1	nt	105	93	79	103	99	6	96
CCN(C(=O)COc1nc(C)cc(C)c1C#N)c1ccccc1	0	100	105	92	92	98	4	95
O=C(CSc1nnc(-c2cccc(S(=O)(=O)N3CCOCC3)c2)n1C1CCCCCC1)NCc1ccccc1	9	102	98	96	98	102	0	96
Cc1ccc(S(=O)(=O)N(C)C)cc1NC(=O)C(C)N(C)CCOc1ccc(Cl)cc1 (stereo not drawn)	0	107	103	99	102	110	5	101
Cc1nc2c(C(=O)NCCC(C)C)c[nH]n2c(=O)c1Cc1ccccc1F	2	89	95	98	98	96	10	94
COc1cccc(/C=N/N2CCN(c3ccccc3OC)CC2)c1	4	107	95	91	104	105	-3	100
COc1ccccc1CNC(=O)CSc1ccsc1[N+](=O)[O-]	5	87	107	141	101	109	3	104
O=C(COc1ccc(S(=O)(=O)NCc2ccccc2)cc1Cl)NCc1ccccn1	0	102	117	108	110	110	-4	107
CCN(Cc1ccccc1)S(=O)(=O)CCNC(=O)c1ccc(OC)cc1	4	100	99	97	96	104	2	103
CCC(C)n1c(=N)c(C#N)cc2c(=O)n3cc(C)ccc3nc21 (stereo not drawn)	0	106	99	108	91	73	8	97
Cc1c(NC(=O)OCc2ccccc2)c(=O)n(-c2ccccc2)n1C	0	92	95	106	97	96	-5	105
COc1cc(CNc2ccc(N3CCCC3)cc2)ccc1OCc1ccccc1F	0	100	83	118	101	96	-80	98
COc1ccc(CN2CCN(C(=O)CCC(=O)Nc3nnc(C(F)(F)F)s3)CC2)cc1F	0	95	101	97	100	106	6	101
O=C(C1=C[C@H](c2ccccc2)C[C@H](OCCCCO)O1)N1CCN(Cc2ccccc2)CC1	4	94	102	100	104	110	37	105
CCCCNC(=O)N(O)C1N(/N=C/c2ccco2)C(=S)SC1(C)C (stereo not drawn)	3	97	100	78	95	98	12	99
CC(C)c1ccc(S(=O)(=O)c2cnc(=S)[nH]c2N)cc1	1	101	109	111	99	116	-18	110
COc1cc(OC)c(OC)cc1CNCc1ccco1	2	100	114	99	109	101	13	99
CC1CCN(C(=S)c2cn(Cc3ccccc3F)c3ccccc23)CC1	0	104	93	90	99	110	5	98
COCc1c(C(=O)N2CCN(c3ncccn3)CC2)oc2ccccc12	7	86	92	84	82	98	42	90
O=C(NCc1ccccn1)c1cccc(S(=O)(=O)Nc2ccccc2Cl)c1	2	93	93	109	91	95	5	93
Cc1ccc(/C(N)=N/OC(=O)COc2ccccc2Cl)cc1	0	101	93	99	88	104	3	93
O=[N+]([O-])c1cc2c(cc1/C=N/n1c(-c3ccccc3)n[nH]c1=S)OCO2	1	102	109	91	106	101	0	104
COc1ccc(-c2cc(C(=O)Nc3ccccc3SC)no2)cc1OC	2	90	105	113	89	90	-4	92
COc1ccc(S(=O)(=O)Nc2cc(C(=O)NC(C)C)ccc2N2CCOCC2)cc1	5	97	92	98	98	98	14	95
CN(Cc1ccccc1)C(=O)COC(=O)c1cc([N+](=O)[O-])ccc1N1CCOCC1	0	108	103	108	110	104	42	98
CC(C)(C)NC(=S)N1CCC(C(=O)c2ccc(F)cc2)CC1	1	94	100	106	97	101	-6	100
Cc1cc(NC(=O)CN2C(=O)NC3(CCCCCC3)C2=O)no1	0	104	102	98	95	104	0	95
Clc1ccc(Nc2ccc(Cl)nn2)cc1	0	116	98	110	99	101	-4	97
CCCCSc1nnc(-c2cc3c(C(F)(F)F)nn(C)c3s2)n1C	0	99	104	130	92	99	7	98
C/C(=N\OC(=O)c1ccccc1F)c1nccs1	4	106	88	111	88	94	3	95
Cn1cccc1C(=O)NC(=O)COC(=O)CNC(=O)c1ccc(Cl)cc1Cl	4	97	93	94	95	98	6	89
CCc1cc(C(=O)N(CCCOC)c2c(N)n(Cc3ccccc3)c(=O)[nH]c2=O)sc1C	0	118	94	93	94	106	-3	95
Cn1c(CNC(=O)c2ccc(Cl)cc2)nnc1SCC(=O)NC1=NCCS1	2	101	103	89	97	111	5	101
CC(=O)c1cc2c(cc1NC(=O)c1ccco1)OCCO2	1	106	98	103	94	107	13	99
CC(C)(O)C#Cc1ccc(CN2CCN(Cc3ccsc3)C(CCO)C2)cc1 (stereo not drawn)	3	92	104	110	99	98	2	101
CCOC(=O)c1ccccc1NC(=O)CN1C(=O)NC(C)(CCc2ccccc2)C1=O (stereo not drawn)	1	99	88	103	100	101	-4	99
OCC1(Cc2ccccc2C(F)(F)F)CCN(Cc2ccc3c(c2)CCO3)CC1	0	104	101	85	99	102	1	102
Cc1ccccc1NC(=O)c1onc2c1CCCC2	1	103	89	92	94	104	-1	94
O=C1N(Cc2cccnc2)C[C@@H]2C[C@@H](c3ccccc3C(F)(F)F)N3CCC[C@@]123	3	91	77	98	103	98	-1	96
CCC(=O)N1CCN(C(C)=O)C1c1ccccc1 (stereo not drawn)	0	112	96	102	102	99	-1	96

Following part
compound	GRK2 inh	LAP4-GFP MLPCN	CIT2 TOR yeast	CR mimetic SO	AGP1 TOR yeast	MEP2 TOR yeast	VLA-4 inh	RPL19A TOR yeast
CCOC(=O)C(C)Sc1cnccn1 (stereo not drawn)	0	90	110	107	106	103	0	106
COc1cccc(/C=N/N(C)C2=NS(=O)(=O)c3ccccc32)c1O	2	94	101	97	99	100	3	100
CCN(C(=O)N1CCOCC1)c1ccccc1C	0	105	107	98	107	108	-2	105
CC(=O)c1c(C)[nH]c(C(=O)CN2CCN(S(=O)(=O)c3ccccc3F)CC2)c1C	0	114	99	90	112	110	-2	101
CCOC(=O)/C(C(N)=NCc1ccco1)=C(/O)c1ccccc1	0	107	108	85	119	118	-19	105
CC(=O)c1ccc(NS(=O)(=O)c2cc3c(cc2C)N(C(C)=O)CCO3)cc1	2	102	111	89	108	107	26	101
Cc1ccccc1C(=O)c1cccn1CC(=O)NC1CCCC(C)C1C (stereo not drawn)	0	101	110	133	101	100	-8	109
O=S(=O)(NCCc1cn2ccccc2n1)c1ccc(F)c(C(F)(F)F)c1	1	91	113	95	101	96	-9	97
O=C(CN1CCN(S(=O)(=O)c2ccc(F)cc2)CC1)Nc1cc(C(F)(F)F)ccc1Cl	3	118	97	101	113	107	9	103
Cc1c(-c2csc(N)n2)c2ccccc2n1C	3	103	95	130	105	107	-11	100

An excerpt from above with just RPL19A TOR yeast, MEP2 TOR yeast and CIT2 TOR yeast:
| compound | RPL19A TOR yeast | MEP2 TOR yeast | CIT2 TOR yeast |
| --- | --- | --- | --- |
| CCOC(=O)C(C)Sc1cnccn1 (stereo not drawn) | 106 | 103 | 110 |
| COc1cccc(/C=N/N(C)C2=NS(=O)(=O)c3ccccc32)c1O | 100 | 100 | 101 |

Screens as filed in PubChem BioAssay.
